Compound activity as filed in PubChem BioAssay.
DAGLB inh: diacylglycerol lipase beta (human) inhibition. 0.059% of 340,000 active. inhibition, % at 5.17 µM. Q8NCG7. HEK293T DAGLB membrane lysate, EnzChek fluorogenic substrate; in the data active means inhibition above about 34%;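 further: 0% = enzyme with vehicle and 100% = wells lacking enzyme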
Target sequence (Q8NCG7 whole entry, looked up): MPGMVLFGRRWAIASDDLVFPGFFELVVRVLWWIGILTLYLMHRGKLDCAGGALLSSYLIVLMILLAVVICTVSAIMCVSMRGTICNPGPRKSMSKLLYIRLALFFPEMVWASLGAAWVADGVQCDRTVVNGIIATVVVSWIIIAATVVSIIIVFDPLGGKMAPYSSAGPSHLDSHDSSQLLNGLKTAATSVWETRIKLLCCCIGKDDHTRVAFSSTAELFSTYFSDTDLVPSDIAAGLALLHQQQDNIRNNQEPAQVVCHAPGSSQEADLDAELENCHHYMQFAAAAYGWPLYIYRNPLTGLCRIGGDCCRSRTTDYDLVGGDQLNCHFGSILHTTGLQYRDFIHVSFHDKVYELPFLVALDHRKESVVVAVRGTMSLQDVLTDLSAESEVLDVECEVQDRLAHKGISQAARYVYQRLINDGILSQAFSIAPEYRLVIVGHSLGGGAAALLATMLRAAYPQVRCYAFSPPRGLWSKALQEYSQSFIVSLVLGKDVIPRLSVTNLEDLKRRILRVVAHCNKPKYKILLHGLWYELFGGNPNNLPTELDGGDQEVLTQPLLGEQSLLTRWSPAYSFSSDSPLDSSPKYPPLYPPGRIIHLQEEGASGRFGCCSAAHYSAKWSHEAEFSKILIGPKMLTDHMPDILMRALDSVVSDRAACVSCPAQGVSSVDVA
phage Ecoli inh: E. coli growth loss with phage present; growth absorbance; inhibition, % at 11.9 µM; 0.26% of 360,000 active; AID 651602; in the data active means inhibition above about 11%
CAL PDZ inh: human CAL PDZ-peptide interaction inhibition. purified CAL PDZ, TMR-peptide fluorescence polarization, 1 h. inhibition, % at 20 µM. 0.02% of 330,000 active;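 active means highest replicate inhibition of at least 40%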;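 further: plate controls were DMSO neutral control wells for no effect and unlabeled competitor peptide control wells for full effect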
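System: purified tagged CAL PDZ domain construct (CerCALP). Schedule: 1 h incubation at room temperature before polarization reading. Medium: 25 mM sodium phosphate pH 7.4, 150 mM NaCl, TCEP, IgG, Thesit. Read-out: percent inhibition from loss of millipolarization. Measured by: FP readout, S and P plane fluorescence. Probe or stimulus: fluorescent TMR peptide probe.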
AddAB inh: less growth of phage-infected E. coli with AddAB; E. coli expressing H. pylori AddAB, absorbance growth; inhibition, % at 11.9 µM; 0.29% of 330,000 active; AID 435030; in the data active means inhibition above about 12%;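 further: 0% = vehicle wells of infected cells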
PvdQ acylase: P. aeruginosa PvdQ acylase inhibition; purified PvdQ acylase, fluorescence plate reader; inhibition, % at 10 µM; 0.063% of 340,000 active; in the data active means inhibition above about 30%, passing the limit was not always enough; inconclusive means no clear call, values can overlap the other calls;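 further: 0% = vehicle neutral wells and 100% = reference inhibitor wells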
Rtt109 Vps75: blocks Candida albicans Rtt109/Vps75 acetyltransferase activity; Q5AAJ8; inhibition, % at 34.9 µM; AID 540336; 0.16% of 330,000 active; purified Rtt109/Vps75, ThioGlo CoA-SH fluorescence, 4 h;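 active means inhibition of at least 50% in every replicate; inconclusive means best replicate reaches 50% inhibition but some replicates fall short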
Target sequence (Q5AAJ8 whole entry, looked up): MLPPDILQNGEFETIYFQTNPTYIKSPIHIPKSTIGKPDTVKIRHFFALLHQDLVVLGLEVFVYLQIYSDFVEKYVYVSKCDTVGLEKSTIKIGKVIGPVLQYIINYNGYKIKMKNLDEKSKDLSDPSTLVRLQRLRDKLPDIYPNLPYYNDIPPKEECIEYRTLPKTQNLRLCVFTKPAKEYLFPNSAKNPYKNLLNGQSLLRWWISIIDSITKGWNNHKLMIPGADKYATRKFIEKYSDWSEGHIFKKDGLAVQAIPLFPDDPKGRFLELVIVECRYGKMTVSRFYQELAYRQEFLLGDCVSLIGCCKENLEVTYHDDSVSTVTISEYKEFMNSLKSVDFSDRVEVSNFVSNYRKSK
Tat transport: inhibitors of E. coli Tat protein transport | inhibition, % at 10 µM | AID 488895 | 0.036% of 340,000 active | E. coli MC4100 TorA-mCherry Tat export, fluorescence;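 active means mean replicate inhibition at least 50% and at least half of replicates individually reaching 50%; inconclusive means only one of the two criteria met; inactive means neither criterion met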;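 further: exported cargo escapes ClpAP degradation while cytoplasmic cargo is degraded and loses fluorescence; 0% = median of neutral control wells and 100% = median of NaSCN control wells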
Ecoli viability: counter-screen for AddAB inhibitors: E. coli growth inhibition; inhibition, % at 11.9 µM; E. coli V3065 growth, OD600 absorbance, 18 h; AID 449728; 0.27% of 330,000 active;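 active means inhibition above the campaign's mean inhibition across all tested compounds plus 3 SD, cut at about 9.9% in these data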;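 further: uninfected addAB+ strain grown without phage in ampicillin broth; 0% = DMSO wells and 100% = ciprofloxacin 0.95 µg/ml wells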
PfHsp90 yeast 2: inhibits growth of yeast expressing Plasmodium falciparum Hsp90; 0.32% of 310,000 active; S. cerevisiae expressing PfHsp90, BacTiter-Glo ATP, 48 h; yeast lacking PDR1 and PDR3 efflux regulators; inhibition, % at 9.4 µM; AID 504621;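 active means every replicate shows inhibition above about 80%, whatever the replicate mean, limit read from the data; inconclusive means mean inhibition reaches the set limit but some replicate falls short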;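 further: 0% = DMSO neutral controls and 100% = 20 µM radicicol positive controls; yeast relying on Plasmodium falciparum Hsp90 in place of its own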
Wnt act: activates Wnt/beta-catenin signaling in a reporter cell assay | activator, plate reader | activation, % at 9.35 µM | 1.2% of 300,000 active; in the data active means activation above about 30%, passing the limit was not always enough; inconclusive means no clear call, values can overlap the other calls;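 further: 0% = neutral control wells and 100% = positive control wells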
Starred values were filed as active, the others as inactive; ? = inconclusive; . = not tested or not shown. Outcome played no part in choosing rows. Share with any hit: about 1.9%.

SMILES | DAGLB inh | phage Ecoli inh | CAL PDZ inh | AddAB inh | PvdQ acylase | Rtt109 Vps75 | Tat transport | Ecoli viability | PfHsp90 yeast 2 | Wnt act
O=C(COC(=O)/C=C/c1cccs1)NC(=O)Cc1ccccc1 | -1 | 4.0 | -0.1 | 1.0 | 4 | 21 | -3 | 0.0 | 3 | 1
c1ccc(CSc2nc3ncccn3n2)cc1 | 2 | 1.9 | -0.4 | 2.1 | -12 | -4 | 3 | 0.5 | -10 | ?
CC1CC=CCC1(CO)CO (stereo unspecified) | -1 | 0.6 | 0.0 | . | 3 | 1 | -8 | . | 1 | 19
Cc1ccc(Nc2nnc(-c3ccc(N4CCOCC4)c([N+](=O)[O-])c3)c3ccccc23)cc1 | 1 | 1.4 | -1.3 | 0.0 | 2 | -1 | -5 | -0.1 | -19 | -8
O=C(Nc1ncccc1O)c1cccc(S(=O)(=O)N2CCc3ccccc32)c1 | -3 | 3.6 | -0.2 | -1.1 | -10 | -4 | 4 | -0.6 | -9 | 2
c1ccc2c(c1)CCN(c1nc3cc4c(cc3s1)OCCO4)C2 | -5 | 0.4 | 0.8 | -0.9 | -5 | -10 | 3 | 1.2 | 12 | -26
Cc1cc(C(=O)NCc2ccc(F)cc2)c2ccccc2n1 | 0 | 1.8 | -3.3 | 3.7 | -8 | -10 | -2 | -2.8 | -62 | -3
O=C(Cc1ccc(F)cc1)Nc1ccc(S(=O)(=O)N2CCCC2)cc1 | -3 | 5.3 | -1.2 | 1.4 | -15 | 4 | -1 | 1.3 | 14 | -7
Cc1ccc(NC(=S)N=Nc2c(O)[nH]c3ccccc23)cc1 | 9 | 2.9 | -2.4 | -2.9 | 6 | 0 | -4 | -6.1 | -37 | 16
COC(=O)c1cc(NC(=O)CC2SC(=Nc3ccccc3)N(CCc3c[nH]c4ccccc34)C2=O)cc(C(=O)OC)c1 (stereo unspecified) | 1 | 2.8 | -1.2 | 0.3 | -1 | 3 | -9 | -1.3 | -61 | -14
CCCCCC(=O)Nc1cccc2ccccc12 | -2 | 2.5 | -0.8 | 0.8 | -6 | . | 1 | 0.6 | -6 | 0
COc1ccc(CCNC(=O)CCc2ccsc2)cc1OC | -1 | 2.1 | -2.6 | 4.3 | -8 | 7 | 15 | 1.8 | -16 | 1
O=C(Oc1cccc(NC(=O)c2ccco2)c1)c1cccc(S(=O)(=O)N2CCCCC2)c1 | -5 | 0.6 | -3.5 | 0.9 | -3 | 2 | 18 | -0.4 | 17 | 17
O=C(O)Cc1sc(Nc2cccc3ccccc23)nc1-c1ccc(F)cc1 | 1 | 1.7 | -0.7 | . | -20 | -1 | 1 | . | 1 | 0
O=C(NCC1CCCO1)c1cc(Br)c(Br)s1 (stereo unspecified) | 1 | 0.1 | -1.1 | -3.6 | 9 | 6 | -24 | 1.2 | 6 | 2
COc1cc(OC)cc(C(=O)NCCCCNC(=O)c2cc(OC)cc(OC)c2)c1 | . | 2.2 | . | -1.1 | . | . | . | -2.5 | . | -2
CC(C)CNS(=O)(=O)c1ccc(CCC(=O)NC2CCCC2)cc1 | 2 | 0.5 | -1.5 | -0.9 | -3 | 4 | -6 | -1.7 | 46 | 0
CCC(C)(C(=O)NC1CCCC1)N(C(=O)CC1NC(=O)NC1=O)c1c(C)n(C)n(-c2ccccc2)c1=O (stereo unspecified) | 0 | 2.6 | -0.3 | -1.3 | -6 | -2 | 5 | -0.2 | 2 | -1
CN(C)CCC1CCN(c2cc(C#N)c(C#N)cc2[N+](=O)[O-])CC1 | 3 | 0.6 | 1.2 | 1.5 | 8 | -5 | -7 | 2.6 | . | -2
COc1cccc(OCCNS(=O)(=O)c2ccccc2[N+](=O)[O-])c1 | -1 | 7.1 | 0.9 | 0.0 | -11 | -1 | 4 | -0.6 | -3 | 5

Record cards (already shown).
c1ccc2c(c1)CCN(c1nc3cc4c(cc3s1)OCCO4)C2 across the screens: DAGLB inh = -5; phage Ecoli inh = 0.4; CAL PDZ inh = 0.8; AddAB inh = -0.9; PvdQ acylase = -5; Rtt109 Vps75 = -10; Tat transport = 3; Ecoli viability = 1.2; PfHsp90 yeast 2 = 12; Wnt act = -26
Cc1ccc(NC(=S)N=Nc2c(O)[nH]c3ccccc23)cc1 across the screens: DAGLB inh = 9; phage Ecoli inh = 2.9; CAL PDZ inh = -2.4; AddAB inh = -2.9; PvdQ acylase = 6; Rtt109 Vps75 = 0; Tat transport = -4; Ecoli viability = -6.1; PfHsp90 yeast 2 = -37; Wnt act = 16
CC(C)CNS(=O)(=O)c1ccc(CCC(=O)NC2CCCC2)cc1 across the screens: DAGLB inh = 2; phage Ecoli inh = 0.5; CAL PDZ inh = -1.5; AddAB inh = -0.9; PvdQ acylase = -3; Rtt109 Vps75 = 4; Tat transport = -6; Ecoli viability = -1.7; PfHsp90 yeast 2 = 46; Wnt act = 0

(cont.)
SMILES | DAGLB inh | phage Ecoli inh | CAL PDZ inh | AddAB inh | PvdQ acylase | Rtt109 Vps75 | Tat transport | Ecoli viability | PfHsp90 yeast 2 | Wnt act
CCOC(=O)C1C(=O)C(=O)N(Cc2ccccc2)C1C(=O)OCC (stereo unspecified) | 2 | 2.7 | 1.7 | . | -2 | 2 | 24 | . | -14 | 0
O=C(NCC(c1ccco1)N1CCCCC1)c1ccc(COc2ccccc2)cc1 (stereo unspecified) | -4 | 5.7 | -3.7 | 0.8 | 5 | 8 | -1 | -0.6 | 12 | -2
CN(C)c1ccc(C(=O)N2CCCC(N3CCN(Cc4ccc5c(c4)OCO5)CC3)C2)cc1 (stereo unspecified) | -5 | 1.6 | 2.5 | . | -1 | 2 | -4 | . | 1 | -1
CC(C)OCCCn1c(=O)c2ccccc2n2c(CCC(=O)NCc3ccccn3)nnc12 | 2 | 2.5 | -1.3 | -0.6 | -6 | -1 | -11 | -1.1 | 3 | -1
Nn1c(SCC(=O)Nc2ccc3c(c2)OCCO3)nncc1=O | 1 | 1.2 | 1.3 | 2.0 | -7 | 34 | -3 | -0.2 | -2 | -3
CCOC(=O)c1c(NC(=O)Cc2ccccc2)sc2c1CCN(CC)C2 | -2 | 1.2 | -0.4 | 1.2 | -13 | -1 | 5 | -2.2 | -32 | -3
N#Cc1nc(-c2ccc(F)cc2)oc1N1CCC(C(N)=O)CC1 | -1 | -0.3 | -1.7 | 0.2 | 1 | 15 | -11 | -4.8 | -13 | 0
C=CCOC(=O)C1=C[C@H](c2ccc3c(c2)OCO3)C[C@H](OCCCCO)O1 | -2 | 2.0 | -0.4 | 2.5 | -10 | -5 | -5 | -2.2 | 12 | 4
Cc1cc(C)n(-c2ccc([N+](=O)[O-])cc2)n1 | 2 | 3.2 | -1.5 | 1.0 | -14 | 1 | -2 | -3.9 | -18 | .
Cc1ccc(S(=O)(=O)Nc2nnc(C3CCCCC3)s2)cc1 | 6 | -1.5 | -1.2 | 4.4 | -17 | 5 | 4 | -0.8 | -73 | -1
O=C(CN1CCN(S(=O)(=O)c2ccc(Cl)s2)CC1)N1CCOCC1 | . | -0.6 | -0.3 | 2.1 | 1 | 10 | 6 | -2.7 | 12 | 0
COc1ccc(CCNC(=O)Cn2nnc(-c3ccc(N(C)C)cc3)n2)cc1OC | 2 | 2.5 | -0.2 | 2.5 | 3 | -7 | -4 | -0.7 | 1 | .
CCOC(=O)N1CCN(C(=O)COC(=O)CSc2ccc([N+](=O)[O-])cc2)CC1 | 0 | 2.5 | -1.6 | 0.7 | 5 | 1 | -14 | -1.2 | 16 | -1
C#CCN1C(=O)C(O)(c2c(C)[nH]c3ccccc23)c2ccccc21 (stereo unspecified) | 0 | 0.2 | -0.4 | -0.6 | -13 | 0 | -2 | -4.9 | 1 | -2
CNC(=S)N(CCc1c(C)[nH]c2ccc(C)cc12)Cc1cccnc1 | -2 | 2.8 | 0.1 | -3.3 | -1 | 4 | -13 | 1.0 | -20 | -2
Cc1[nH]c2ccccc2c1/C=N/Nc1nc(N2CCCCC2)nc(N2CCCCC2)n1 | 0 | 4.2 | -2.6 | 4.5 | -7 | 5 | -4 | -0.7 | -13 | -10
CCN(CC)CCCNC(=S)N1CCN(c2nc(-c3ccc(F)cc3)cs2)CC1 | 4 | -0.4 | 0.5 | 1.0 | -11 | -9 | -11 | 0.1 | 3 | -4
Cc1nc2c(Cl)cccc2[nH]1 | -2 | 3.1 | -0.4 | -0.4 | -17 | 0 | -7 | 0.2 | -21 | 30
O=C(Nc1ccccc1)OCCCCOC(=O)Nc1ccccc1 | -3 | 2.5 | -0.1 | . | -5 | -5 | -10 | . | . | 0
CN/N=C/c1ccc(C#N)cc1 | 0 | 1.6 | 0.3 | 5.4 | -4 | -2 | -1 | 2.6 | -8 | 1

Continued, overlapping the part above by 2 compounds.
SMILES | DAGLB inh | phage Ecoli inh | CAL PDZ inh | AddAB inh | PvdQ acylase | Rtt109 Vps75 | Tat transport | Ecoli viability | PfHsp90 yeast 2 | Wnt act
O=C(Nc1ccccc1)OCCCCOC(=O)Nc1ccccc1 | -3 | 2.5 | -0.1 | . | -5 | -5 | -10 | . | . | 0
CN/N=C/c1ccc(C#N)cc1 | 0 | 1.6 | 0.3 | 5.4 | -4 | -2 | -1 | 2.6 | -8 | 1
COc1ccccc1CNCC(=O)Nc1ccc(C#N)cc1 | -4 | 3.8 | -0.8 | 1.4 | -18 | 6 | -3 | 0.9 | -20 | -2
CCOC(=O)C1=C(C)NC(C)=C(C(=O)OCC)C1c1ccc(OC)cc1 | -2 | 2.0 | -0.6 | 0.2 | 11 | 16 | -2 | 0.5 | -12 | 2
Cc1ccc(NC(=O)COC(=O)Cc2ccsc2)c(C)c1 | -2 | 4.6 | . | 0.9 | 5 | 0 | -20 | 0.7 | -5 | 0
COC(=O)c1ccc(COC(=O)C23CC4CC(CC(O)(C4)C2)C3)o1 | 1 | 0.2 | -0.7 | 1.2 | -16 | -10 | 7 | -0.8 | 29 | 0
CC(=O)c1ccc(NC(=O)C(C)OC(=O)C2CCN(c3ccc(C(F)(F)F)cn3)CC2)cc1 (stereo unspecified) | -2 | -1.0 | -2.1 | -0.5 | -10 | -5 | 9 | 0.5 | . | 1
CN(C)C(CNC(=O)c1ccc(S(=O)(=O)N(C)C)cc1)Cc1ccccc1 (stereo unspecified) | 1 | -0.9 | -0.6 | 0.7 | -9 | -5 | -5 | 2.1 | -23 | 0
O=C(Nc1ccccc1C(=O)NCCN1CCOCC1)c1ccc(Cl)cc1Cl | 0 | 1.9 | -3.2 | 0.6 | -6 | -21 | 11 | 1.6 | -14 | -1
CCOCCCNC(=O)CN1CCN(Cc2ccccc2C)C1=O | -2 | 3.9 | 0.1 | -0.7 | 24 | -4 | 3 | -1.5 | -10 | 3
CC/C(C)=N/Nc1nc2sc3c(c2c(=O)[nH]1)CC(C)(C)OC3 | -1 | 2.3 | 0.5 | 1.0 | -5 | -16 | -2 | -0.3 | -17 | .
CC1CN(C(=O)CCC(=O)NC2CCN(Cc3ccccc3)CC2)c2ccccc2O1 (stereo unspecified) | 1 | 1.6 | 0.0 | -0.8 | -10 | -4 | 2 | 1.6 | -11 | -5
CN1C(=O)c2ccccc2C(O)c2ccccc21 (stereo unspecified) | 1 | 3.9 | 0.0 | 1.9 | -16 | 5 | 1 | 1.8 | -24 | -1
